Casp6 inh: caspase-6 (human) enzyme inhibition | inhibition, % at 12.5 µM | 0.53% of 350,000 active | purified caspase-6, Z-VEID-R110 cleavage fluorescence;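 active = mean inhibition across replicates at least about 35%, with every replicate also reaching that limit, limit read from the data; inconclusive = only one of the two criteria met; inactive = neither criterion met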;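 note: 0% = median of neutral control wells and 100% = no fluorescence left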
Target sequence (P55212 24-179 limits assumed): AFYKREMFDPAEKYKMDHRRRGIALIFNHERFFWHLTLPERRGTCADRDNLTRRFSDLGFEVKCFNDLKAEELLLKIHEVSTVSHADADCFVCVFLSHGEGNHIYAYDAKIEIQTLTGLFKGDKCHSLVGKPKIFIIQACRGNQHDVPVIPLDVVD
Target sequence (P55212 194-293 limits assumed): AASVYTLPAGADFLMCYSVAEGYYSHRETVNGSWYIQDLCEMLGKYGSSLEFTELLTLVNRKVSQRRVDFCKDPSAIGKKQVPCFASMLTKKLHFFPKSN
EWS-Fli block: inhibitors of EWS/Fli oncoprotein transcriptional activity. 0.67% of 350,000 active. inhibition, % at 12.6 µM. A673 NR0B1-luciferase reporter, viability-normalised;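 active = mean inhibition of at least 50% after viability correction, with every replicate also passing that limit; inconclusive = mean reaches 50% but only one of two replicates passes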;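 note: firefly luciferase signal divided by Alamar Blue viability fluorescence both relative to DMSO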
PAX8 reporter: lowers PAX8-driven luciferase in RMG-I cells; 1.2% of 360,000 active; RMG-I TPO-luciferase reporter, SteadyGlo, 24 h; AID 652154; inhibition, % at 12.6 µM;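 active = mean replicate inhibition at least 60% with every replicate also reaching 60%; inconclusive = only one of the two criteria is met; inactive = mean below 60% and not all replicates reaching 60%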;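 note: luciferase light reporting Pax8 driven TPO promoter activity; plate controls were median of neutral control wells for no effect and mitoxantrone controls for full effect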
DENV2 CPE rescue: DENV2-induced cell death inhibition; DENV2-infected cells, cytopathic effect rescue, plate reader; CPE inhibition, % at 9.99 µM; 1.7% of 350,000 active; AID 651640; in the data active = CPE inhibition above about 20%, passing the limit was not always enough; inconclusive = no clear call, values can overlap the other calls; tested in BHK-21 cells;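 note: 0% = median of neutral control wells and 100% = median of positive control wells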
SIRT5 block: blocks human SIRT5 desuccinylation of peptide. inhibition, % at 15 µM. 1.1% of 330,000 active. Purified SirT5, succinyl-peptide AMC, trypsin-coupled fluorescence; in the data active = inhibition above about 15%; inconclusive = no clear call, values can overlap the other calls
Target sequence (Q9NXA8 whole entry, looked up): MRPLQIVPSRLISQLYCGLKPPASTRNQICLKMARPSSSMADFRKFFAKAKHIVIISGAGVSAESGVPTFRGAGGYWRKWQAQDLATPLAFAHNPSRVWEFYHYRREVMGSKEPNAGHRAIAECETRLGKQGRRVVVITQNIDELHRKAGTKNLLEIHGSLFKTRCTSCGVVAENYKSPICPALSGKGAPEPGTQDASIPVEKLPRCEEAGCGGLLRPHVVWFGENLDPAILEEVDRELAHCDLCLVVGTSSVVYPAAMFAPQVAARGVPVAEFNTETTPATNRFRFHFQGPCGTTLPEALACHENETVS
LGR2 inh: Drosophila LGR2 receptor signaling inhibition; 0.35% of 380,000 active; HEK293 LGR2, CRE-luciferase, bursicon-stimulated, 4 h; inhibition, % at 9.99 µM; AID 720647;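 active = drop in luminescence signal, shown as inhibition above about 50% in the replicate tests, limit read from the data, passing the limit was not always enough; inconclusive = probably only some replicates passing the limit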;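 note: agonist challenge used bursicon conditioned medium at about half maximal strength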
ARNT-TACC3 inh: disruptors of human ARNT/TACC3 interaction. Q9Y6A5. AlphaScreen His-ARNT PAS-B/GST-TACC3 binding, luminescence; TACC3 fragment carries E629A point mutation. inhibition, % at 9.99 µM. 0.66% of 390,000 active. AID 623870;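 active = mean inhibition of replicates at least 50% and at least half of replicates each reaching 50%; inconclusive = half or more replicates reach 50% but mean below 50%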;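 note: 0% = complete ARNT plus TACC3 wells and 100% = ARNT alone without TACC3; many hits fall short of the cut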
An asterisk follows results filed as active; u = inconclusive; x = no result given; & = joins results of further samples.

(1) O=C(CCn1c(=O)[nH]c2ccccc2c1=O)N1CC=C(c2ccccc2)CC1
(2) COCC#Cc1ccc(CC[C@H]2O[C@H]3CC[C@H](CO)O[C@H]3C[C@@H]2n2cc(C3(O)CCCC3)nn2)cc1
(3) COc1ccc(CN2CCN(c3ccccn3)CC2)c(OC)c1C
(4) COc1ccc(Cc2nnc(SCC(=O)c3ccc4c(c3)OCO4)o2)cc1
(5) COc1ccc(S(=O)(=O)Nc2cccc3c2O[C@@H](CN(C)S(=O)(=O)c2cn(C)cn2)[C@@H](C)CN([C@@H](C)CO)C3=O)cc1
(6) COc1ccccc1/C=N/NC(=O)c1csc(C)c1C
(7) OC(c1ccccc1)(c1nc(-c2ccc3c(c2)OCO3)cs1)C(F)(F)F (configuration not stated)
(8) CC(Oc1ccc(Cl)cc1)C(=O)N1CCCc2ccccc21 (configuration not stated)
(9) O=C(c1ccccc1Cl)c1c(O)c2ccccc2oc1=O
(10) O=C(COC(=O)c1cccnc1Nc1cccc(C(F)(F)F)c1)NC1CCS(=O)(=O)C1 (configuration not stated)

compound no.	1	2	3	4	5	6	7	8	9	10
Casp6 inh	5	x	1&0	5	x	-5	6	-2	3	2
EWS-Fli block	7	-2	12&8	-3	-11	-63	10	x	-11	-5
PAX8 reporter	-3	-4	-2&9	1	-7	47	-16	17	11	8
DENV2 CPE rescue	11	2	0&7	-4	-1	x	-2	-4	-2	-7
SIRT5 block	0	x	-1&2	-1	3	2	x	-2	1	1
LGR2 inh	11	x	0&7	-15	2	-73	-1	2	12	-7
ARNT-TACC3 inh	2	x	4&2	-2	4	-1	x	x	-17	-3

(11) CN(C)c1ccc(N=Nc2ccccc2C(=O)OCC(=O)Nc2ccccc2C(F)(F)F)cc1
(12) C[C@@H]1CN([C@@H](C)CO)C(=O)c2cccc(NC(=O)NC3CCCCC3)c2O[C@@H]1CN(C)S(=O)(=O)c1ccc(F)cc1
(13) Cc1ccnc(NS(=O)(=O)c2ccc(NC(=O)C3C4C=CC(C4)C3C(=O)O)cc2)n1 (configuration not stated)
(14) Cc1[nH]c2ccccc2c1/C=N/NC(=O)c1cccc(S(=O)(=O)Nc2cccc(C(F)(F)F)c2)c1
(15) COCC(=O)N(C)C[C@@H]1Oc2cc(C#CC3CC3)ccc2S(=O)(=O)N([C@@H](C)CO)C[C@@H]1C
(16) C[C@@H]1CN([C@@H](C)CO)C(=O)c2c(c3ccccc3n2C)-c2ccccc2CO[C@@H]1CN(C)Cc1ccc(Cl)c(Cl)c1
(17) Cc1sc2nc(C(C)Sc3n[nH]c(N)n3)[nH]c(=O)c2c1C (configuration not stated)
(18) CN1CCN(C(=O)C[C@@H]2CC[C@H]3[C@@H](COc4ccc(NC(=O)c5ccc(F)c(F)c5)cc4C(=O)N3C)O2)CC1
(19) Cc1nn(-c2ccccc2)c(/N=C/c2ccc(O)cc2)c1-c1ccccc1
(20) COc1ccc(OC)c(-n2c(=O)c3ccccc3c3ccccc3c2=O)c1

compound no.	11	12	13	14	15	16	17	18	19	20
Casp6 inh	0	2	24	-8	2	-1	0	1	2	5
EWS-Fli block	-24	5	3	-12	-7	1	1	-2	x	-12
PAX8 reporter	12	8	-6	10	x	40	-2	-7	-163	-6
DENV2 CPE rescue	x	-2	9	x	0	-18	-5	-1	-5	-3
SIRT5 block	-3	-2	5	1	7	10	6	-4	x	-1
LGR2 inh	-53	-17	-23	9	2	14	-4	-5	-48	3
ARNT-TACC3 inh	x	4	-11	0	-6	x	x	5	-7	3

(21) C[C@@H]1CN([C@@H](C)CO)C(=O)c2cccc(NS(=O)(=O)c3cccs3)c2O[C@H]1CN(C)C(=O)Nc1ccc(F)cc1
(22) O=C(NCCC1=CCCCC1)C1CCC(CNc2nc(=S)[nH]c3ccccc23)CC1 (configuration not stated)
(23) O=C(COC(=O)/C=C/c1cccc([N+](=O)[O-])c1)Nc1ccc(Cl)cn1
(24) O=C(CCS(=O)(=O)c1ccccc1)NC1CCCCC1
(25) CCOc1ccc(-c2n[nH]c(C(=O)NN)c2C)cc1
(26) CCN(Cc1cnn(C)c1)C(=O)c1ccc2nc(Cc3cccc(Cl)c3)oc2c1
(27) COc1cc(C(=O)Nc2ccc(Cl)c(C(F)(F)F)c2)cc(OC)c1OC
(28) COc1cccc(CNC(=O)CCN2C(=O)[C@@H]3Cc4ccccc4CN3C2=O)c1
(29) NC(=O)N/N=C/c1cn(CC(=O)Nc2ccc(F)cc2)c2ccccc12
(30) CCC(=O)Nc1cccc(C2=NOC3(C2)C[C@H](C(N)=O)N(C(=O)c2ccc(Cl)cc2)C3)c1 (some centres not stated)

compound no.	21	22	23	24	25	26	27	28	29	30
Casp6 inh	-1	-2	2	3	2	-1	x	1	9	1
EWS-Fli block	-9	25	2	-77	-9	x	x	6	11	-2
PAX8 reporter	-7	-4	0	-154	-51	2	21	-9	-4	2
DENV2 CPE rescue	7	x	0	-2	10	-3	x	-2	3	-15
SIRT5 block	-2	0	-3	-2	-2	-1	x	-2	-2	0
LGR2 inh	-11	21	x	-12	-36	0	7	9	7	x
ARNT-TACC3 inh	0	-2	1	-3	-3	5	-6	-8	x	-3

Already shown: an excerpt of the list.
(23) O=C(COC(=O)/C=C/c1cccc([N+](=O)[O-])c1)Nc1ccc(Cl)cn1
(24) O=C(CCS(=O)(=O)c1ccccc1)NC1CCCCC1

compound no.	23	24
Casp6 inh	2	3
EWS-Fli block	2	-77
PAX8 reporter	0	-154
DENV2 CPE rescue	0	-2
SIRT5 block	-3	-2
LGR2 inh	x	-12
ARNT-TACC3 inh	1	-3

More structures
(31) O=C(c1ccccc1)c1cccn1CC(=O)N1CCc2ccccc2C1
(32) O=C(Nc1ccc(Cl)cc1)N1CCCN(c2ccc(C(F)(F)F)cc2[N+](=O)[O-])CC1
(33) C[C@H]1CN([C@@H](C)CO)C(=O)Cc2cc(NC(=O)CCCCCC(=O)Nc3ccccc3N)ccc2O[C@H]1CN(C)Cc1ccc2c(c1)OCO2
(34) CN(Cc1ccccc1)C(=O)c1cccc(NC(=O)Cc2ccc(NC(=O)C3CCN(C(=O)CCc4ccccc4)CC3)cc2)c1
(35) Cc1cccc(N2CCN(C(=O)c3cc(S(=O)(=O)N(C)C)ccc3N3CCCC3)CC2)c1C
(36) COCC(=O)N1C[C@H](C)[C@H](OC)CN(C)C(=O)c2ccc(NC(=O)C3CCC3)cc2OC[C@@H]1C
(37) COc1ccc(OCCCC(=O)Nc2cccc([N+](=O)[O-])c2)cc1
(38) COc1ccc2oc(C(=O)N3CCN(S(=O)(=O)c4ccc(F)cc4)CC3)c(C)c2c1
(39) CCCCN1C(=O)C(=O)NC[C@@H]1Cc1ccc(O)cc1
(40) C[C@@H]1CN([C@@H](C)CO)C(=O)c2cc(NS(=O)(=O)c3ccc(Cl)cc3)ccc2O[C@@H]1CN(C)CC1CC1

compound no.	31	32	33	34	35	36	37	38	39	40
Casp6 inh	2	1	2	0	1	x	x	1	4	1
EWS-Fli block	2	16	36	25	9	-1	x	2	-7	2
PAX8 reporter	9	1	-7	37	32	x	-5	15	17	10
DENV2 CPE rescue	-2	-5	3	0	x	-2	x	-2	-3	-6
SIRT5 block	1	2	2	x	1	-1	x	0	x	4
LGR2 inh	x	12	9	18	10	1	21	-10	8	9
ARNT-TACC3 inh	-4	11	-8	-1	2	-7	-5	x	x	-4

Entries by screen from above:
Casp6 inh, nos. 29 to 38 → 9, 1, 2, 1, 2, 0, 1, x, x, 1
SIRT5 block, nos. 29 to 38 → -2, 0, 1, 2, 2, x, 1, -1, x, 0

Next structures:
(41) CCOCCOC(=O)NCCCCCCNC(=O)OCCOCC
(42) C[C@H]1CN([C@@H](C)CO)C(=O)c2cc(NC(=O)Nc3ccc4c(c3)OCO4)ccc2O[C@@H]1CN(C)Cc1ccccc1
(43) COc1cc(C(=S)N2CCN(C)CC2)ccc1OCC(=O)NCc1ccccc1
(44) CCN1CCN(C(=O)c2ccc(C(F)(F)F)cc2)CC1
(45) COc1ccc(S(=O)(=O)Nc2ccc3c(c2)CC(=O)N([C@@H](C)CO)C[C@H](C)[C@H](CN(C)S(=O)(=O)c2ccccc2)O3)cc1
(46) CCN1[C@@H]2c3ccc(-c4cccnc4)c(=O)n3C[C@@H]2[C@@H](CO)[C@@H]1C(=O)NCCc1cn(C)cn1
(47) C[C@H](CO)N1C[C@H](C)[C@H](CN(C)C(=O)Nc2cccc3ccccc23)Oc2ncc(C#Cc3ccc(F)cc3)cc2C1=O
(48) O=C(C[C@H]1CC[C@H]2[C@@H](COC[C@@H](O)CN2C(=O)c2ccncc2)O1)NC1CCC1
(49) N#Cc1c(C(F)(F)F)cc(-c2ccccc2)nc1SCCN1CCOCC1
(50) O=C(Nc1cnccn1)Nc1ccc(Cl)cc1Cl

compound no.	41	42	43	44	45	46	47	48	49	50
Casp6 inh	-1	-1	0	1	x	-10	1	8	-1	x
EWS-Fli block	10	-1	4	8	6	3	2	-1	28	x
PAX8 reporter	21	-12	1	-10	-2	-8	32	-13	x	-41
DENV2 CPE rescue	19	-5	-3	4	10	-3	-3	5	-10	x
SIRT5 block	2	2	1	20*	x	1	5	2	-3	x
LGR2 inh	22	-4	10	-24	-1	-6	27	0	28	-22
ARNT-TACC3 inh	-2	-4	-1	-8	-2	-38	x	-1	-4	3

(51) Cc1ccc(S(=O)(=O)NC(=O)N(CCC#N)Cc2ccccc2)cc1
(52) Cc1ccc(-c2cc(C(=O)NCc3cccnc3)no2)cc1
(53) CC(C)NS(=O)(=O)c1ccc(OCC(=O)Nc2ccccc2F)cc1
(54) Cc1cccc(/C=C2\Sc3ccc(C(=O)N4CCOCC4)cc3N(C)C2=O)c1
(55) Cc1cc(C)c2cc(C#N)c(NCCNC(=O)c3cccnc3)nc2c1
(56) CN(C)CCn1c2c(c(SCC(=O)N3CCc4ccccc43)nc1=O)CCCC2
(57) CCOC(=O)c1ccc(N=Cc2c(O)c3ccccc3oc2=O)cc1
(58) COc1ccc(C(=O)Nc2cc3c(cc2C#N)OCO3)cc1S(=O)(=O)N1CCN(C)CC1
(59) C/C(CCS(=O)(=O)c1ccccc1)=N/O
(60) Cn1c(Oc2cccnc2CN2CCCC2)nc2cc(-c3cccc(C(F)(F)F)c3)sc2c1=O
(61) COc1ccc(CNC(=O)Nc2nc(C(N)c3ccccc3)cs2)cc1 (configuration not stated)

compound no.	51	52	53	54	55	56	57	58	59	60	61
Casp6 inh	-1	-2	6	8	0	-7	-2	-3	0	1	0
EWS-Fli block	12	x	-2	x	-9	9	2	0	-1	-11	-9
PAX8 reporter	-16	x	x	14	27	25	-15	0	-2	-92	11
DENV2 CPE rescue	-4	x	14	8	-6	1	4	-16	-1	12	u
SIRT5 block	-2	0	-4	0	-1	-3	-5	x	1	x	4
LGR2 inh	-14	-40	-13	17	-22	10	9	7	-22	17	5
ARNT-TACC3 inh	-20	0	4	17	x	17	-14	20	-2	x	x

Compound activity: PubChem BioAssay, Broad Institute
